# RmlCD inh 1536: inhibitors of Mycobacterium tuberculosis RmlC and RmlD coupled enzymes | P9WH09+P9WH11 | RmlC+RmlD coupled enzyme assay, percent inhibition; primary screen in compound mixtures | inhibition, % at 3.6 µM | 0.03% of 160,000 active; in the data active means inhibition mostly above about 34%, no sharp cut-off; further: some results filed as inactive read as strong as hits
# Target sequence (P9WH09 whole entry, looked up): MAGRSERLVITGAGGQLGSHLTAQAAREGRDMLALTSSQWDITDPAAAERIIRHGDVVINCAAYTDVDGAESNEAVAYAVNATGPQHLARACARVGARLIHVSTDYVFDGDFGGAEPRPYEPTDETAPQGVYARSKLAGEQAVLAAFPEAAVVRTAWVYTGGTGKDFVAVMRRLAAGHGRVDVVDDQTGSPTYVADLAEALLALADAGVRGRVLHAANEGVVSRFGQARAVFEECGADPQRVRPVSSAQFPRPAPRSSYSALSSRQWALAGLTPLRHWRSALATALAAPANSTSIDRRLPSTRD
# Target sequence (P9WH11 whole entry, looked up): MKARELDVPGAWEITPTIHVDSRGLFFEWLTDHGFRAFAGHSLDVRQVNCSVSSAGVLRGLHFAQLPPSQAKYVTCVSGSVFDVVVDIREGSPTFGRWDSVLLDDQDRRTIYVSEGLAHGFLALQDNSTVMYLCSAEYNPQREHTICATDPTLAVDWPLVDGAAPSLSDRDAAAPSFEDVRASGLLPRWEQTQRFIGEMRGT
# M. tuberculosis GlmU: inhibition of mycobacterial GlmU enzyme – biochemical, glucosamine-1-phosphate acetyltransferase (AID 1376); one-dose inhibition, %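 (tested at 30 µM in the primary screen)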; IC50 in µM for titrated hits; 0.25% of 220,000 active; M. tuberculosis GlmU acetyltransferase enzyme assay; higher % means a stronger effect; in the data active means inhibition above about 13%;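 further: 0% = complete reaction with vehicle and 100% = reaction without substrate; strong numbers were not always called active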
# The depositor's hits bear a star; x = no result given. Only part of the results is shown. The share of hits here may be higher or lower than overall.
canonical_smiles,RmlCD inh 1536,M. tuberculosis GlmU
CSc1nc(C)cc(/C=C\c2ccccc2)c1C#N,x,-6.8%
COc1ccc(CCn2c(O)c(C=NCCCN(C)C)c(=O)[nH]c2=O)cc1OC,-6,-1.3%
O=S(=O)(NC1CCCC1)c1ccc(S(=O)(=O)NC2CCCC2)cc1,-9,1.3%
O=S(=O)(Nc1ccc2oc(-c3ccccc3)nc2c1)c1ccccc1,61,-3.7%
CC(=O)NCCCc1c[nH]c2ccc(Cl)cc12,12,-4.5%
O=C(NC1(C(=O)NC2CCCC2)CCCCC1)c1ccc2c(c1)OCO2,5,-4.4%
COc1ccc(-c2ccc(C#N)c(OC(=O)c3c(Cl)cccc3Cl)n2)cc1,6,0.8%
CCOC(=O)Cc1csc(SCc2nc3ccccc3c(=O)[nH]2)n1,x,12%
Cc1[nH]n(-c2ccccc2)c(=O)c1C1(C(F)(F)F)C(=O)N(c2ccccc2)C2=C1C(=O)CC(C)(C)C2 (stereo not given),x,2.6%
CCOc1cc(C#N)c(NC(=O)c2cccnc2)cc1OCC,-3,-1.0%
COCCNC(=O)C1CC2Cn3c(nc4cc(Cl)c(Cl)cc43)C2N1C (stereo not given),x,0.2%
CNC(=O)NC(=O)COC(=O)c1n[nH]c2ccccc12,-11,x
Cc1ccc(C(=O)CSc2nc(C(C)C)nc3ccccc23)cc1,-7,2.5%
CC(=O)C1=C(O)C(=O)N(Cc2cccnc2)C1c1ccccc1Cl (stereo not given),8,5.5%
CCN(Cc1ccccc1)C(=O)CCc1nc(-c2ccc(C)cc2)no1,3,-8.0%
CCOc1ccc(-c2ccc(C=O)o2)c([N+](=O)[O-])c1,-6,6.9%
COCCn1c(Br)nc2c1c(=O)n(C)c(=O)n2C,4,1.0%
CCCCn1c(Cc2ccccc2)nnc1SCC(=O)Nc1cc(C)on1,x,-3.4%
S=C(Nc1ccc2cn[nH]c2c1)Nc1ccc(Cl)cc1Cl,-11,4.9%
Cc1ccc(SCC(=O)NNC(=O)C2CCCCC2)cc1,5,-6.0%
Cc1cc(C)cc(NC(=S)NC2CC3CCCC(C2)N3C2CCCC2)c1 (stereo not given),-7,-6.7%
Cc1cc(-c2nnc(SCC(=O)Nc3nc(-c4ccccc4)cs3)o2)no1,x,0.1%
O=C1COc2ccc(C(=O)c3ccccc3C(=O)NCc3ccco3)cc2N1,0,-0.1%
OCC1(CCc2ccccc2)CCN(Cc2ccc3nsnc3c2)CC1,-2,-3.2%
CN(C)c1nc(C(F)(F)F)cc(=O)[nH]1,1,2.3%
CCCC[C@@H]1CCCO[C@@](C(=O)NCc2cc(C)n(C)n2)(C(F)(F)F)C1,x,2.1%
COc1ccc(S(=O)(=O)N(CC(=O)Nc2ccc(S(=O)(=O)N3CCOCC3)cc2)c2ccccc2)cc1,-9,-1.9%
CC(C)=CCOc1ccc([C@@H]2COc3c(ccc4c3C=CC(C)(C)O4)C2)c(O)c1,x,0.6%
O=C1C(C=Nc2ccccc2)=C(O)c2ccccc21,0,3.1%
Cn1ncc(Cl)c1C(=O)N/N=C/c1cccc(OC2CSC2)c1,6,-3.9%
CC(=O)Nc1ccc(S(=O)(=O)Nc2ccc(NC(=O)c3ccco3)cc2)cc1,8,-2.3%
FC(F)(F)c1cccc(-n2cccc2/C=N/n2cnnc2)c1,x,2.1%
COC(=O)C(Nc1ccccc1Cl)(c1cc(C)c(O)c(C)c1)C(F)(F)F (stereo not given),15,-0.5%
NNC(=O)c1cccc(Cn2cc(Br)c([N+](=O)[O-])n2)c1,6,-5.0%
CCOc1nc(Nc2ccc(OC)cc2)nc(N2CCOCC2)n1,x,2.0%
COc1ccccc1C(=O)NNC(=S)NC(=O)c1ccco1,23,-1.1%
CC(C)C(=O)OCC(=O)Nc1ccc2c(c1)CCC2,1,x
Cc1cccc(OCC(=O)Nc2cccc(O)c2)c1,-1,2.7%
CCn1cc(C=C2C(=O)c3ccccc3C2=O)c2ccccc21,9,-1.3%
Cc1ncc(CN2CCN(C(C)C)C(CCO)C2)s1 (stereo not given),-10,2.4%
O=S(=O)(c1cccc2nsnc12)N1CCN(C/C=C\c2ccccc2)CC1,5,-5.0%
Cc1cc(NC(=O)CSc2nc3c([nH]c4ccccc43)c(=O)n2-c2cccc(C(F)(F)F)c2)no1,x,5.1%
CC(C)CC(c1nnnn1C1CCCCC1)N1CCN(c2ncccn2)CC1 (stereo not given),x,2.0%
CCOc1ncccc1C(=O)OCC(=O)Nc1ccc(C(C)C)cc1,-6,2.6%
Cc1ccc(C(=O)N/C(=C\c2ccco2)C(=O)NCCCn2ccnc2)cc1C,10,-2.4%
CCC(=O)N(Cc1ccc2c(c1)OCO2)Cc1cc2cc(OC)ccc2[nH]c1=O,-4,0.8%
COCCN(C)C(=O)CCc1nnc(Cc2ccc(-c3ccccc3)cc2)o1,-8,-3.6%
COc1ccc(C2C(C(=O)O)CC(=O)N2c2ccc(OC)cc2)cc1 (stereo not given),7,-0.3%
CCC(C)NC(=O)C1CCN(S(=O)(=O)c2ccc(Br)s2)CC1 (stereo not given),24,0.9%
CCOC(=O)c1cnc2c(-c3ccc(Cl)cc3)c(C)nn2c1N,x,-0.2%

# Ordered by molar mass (rising): some entries from above.
canonical_smiles,RmlCD inh 1536,M. tuberculosis GlmU
CCCC[C@@H]1CCCO[C@@](C(=O)NCc2cc(C)n(C)n2)(C(F)(F)F)C1,x,2.1%
CC(C)=CCOc1ccc([C@@H]2COc3c(ccc4c3C=CC(C)(C)O4)C2)c(O)c1,x,0.6%
CCC(=O)N(Cc1ccc2c(c1)OCO2)Cc1cc2cc(OC)ccc2[nH]c1=O,-4,0.8%

# Carrying on.
canonical_smiles,RmlCD inh 1536,M. tuberculosis GlmU
CNc1nc(OC)nc(N(C#N)CN2C(=O)c3ccccc3S2(=O)=O)n1,11,1.6%
COc1ccc(C(=O)O/N=C2\CCS(=O)(=O)c3sccc32)cc1,-8,-3.0%
Cc1[nH]c(=O)[nH]c(=O)c1S(=O)(=O)N1CCC(C(=O)NC(C)c2ccccc2)CC1 (stereo not given),15,-0.1%
Nc1nc(SCc2ccccc2)n[nH]1,x,4.0%
CC(C)(C)C(=O)Nc1nnc(Cc2ccccc2)s1,x,2.3%
CCSc1nc(N)c(C#N)c(-c2ccco2)c1C#N,x,-0.7%
CC(=O)c1sccc1NC(=O)CC(C)(C)CC(=O)O,-9,-3.7%
COc1ccc(N2CCN(C(=O)CSc3nnc(CNc4ccccc4)o3)CC2)cc1,47,2.5%
COc1ccc(-n2cnnc2SCC(=O)N2CCN(S(=O)(=O)c3ccccc3)CC2)cc1,12,2.3%
O=C(O)CC/C(=N\NC(=O)c1ccccc1)c1cccs1,15,-1.5%
CCS(=O)(=O)N1Cc2ccccc2CC1C(=O)Nc1ccc(OC)cc1 (stereo not given),-14,0.8%
O=C(CN1CCN(C/C=C/c2ccccc2)CC1)Nc1ccccc1C(=O)NC1CC1,7,0.1%
CC(C)C(=O)Nc1nc2cc3c(cc2s1)OCCO3,-14,-3.2%
O=Cc1s/c(=N\S(=O)(=O)c2ccccc2)n(CCCCl)c1Cl,-13,14%*
COC(=O)Cc1[nH]n(-c2nc3ccccc3s2)c(=O)c1C(C)=Nc1ccc(OC)cc1,9,-3.6%
COc1ccc(OC)c(C2C(C(=O)c3cccs3)=C(O)C(=O)N2c2cc(C)on2)c1 (stereo not given),-5,-0.7%
CCC(C(=O)O)n1nnc(-c2ccc(-c3ccc(OC)cc3)cc2)n1 (stereo not given),-10,6.1%
O=[N+]([O-])c1ccc(O)c(C=Nc2ccc3nc(-c4ccccc4)[nH]c3c2)c1,-15,4.4%
COCC(=O)N1CCC(n2nnc3cc(F)ccc32)CC1,x,-1.1%
CS(=O)(=O)NCc1ccc(C(=O)NC2CCCCC2)cc1,-8,2.3%
COC(=O)c1cc(NS(=O)(=O)c2ccc(N3CCC(C)CC3)c([N+](=O)[O-])c2)cc(C(=O)OC)c1,-6,5.4%
CC(C)(C)C(=O)CNCC(=O)C(C)(C)C,-5,2.0%
COc1cc([N+](=O)[O-])ccc1NC(=O)COC(=O)c1n[nH]c2ccccc12,-3,-0.8%
CCO[C@@H]1OC(C(N)=O)=C[C@H](C(C)(C)C)[C@H]1CCCO,x,4.6%
NCCCC[C@@H]1NC(=O)c2cc([N+](=O)[O-])cc(F)c2NCCCC[C@@H](C(N)=O)NC(=O)[C@H](CCC(N)=O)NC1=O,x,-7.4%
Cc1ccccc1Cn1ccc(NC(=O)c2cc3nc(-c4ccco4)cc(C(F)(F)F)n3n2)n1,8,4.8%
CC1=C(C#N)C(NC(=O)c2ccc(C)cc2)(C(F)(F)F)C(=O)N1 (stereo not given),8,x
COc1ccc(-c2noc(CCC(=O)NCc3cc(Br)ccc3OC)n2)cc1,7,5.5%
Cc1ccccc1NC(=O)C[n+]1cc(-c2ccccc2)n2c1CCC2,-10,1.3%
Cc1ccc(-c2nc3c(=O)n(-c4ccccc4)c4c(c(=O)n(C)c(=O)n4C)c3o2)cc1,16,-0.9%
O=c1cc(CSc2nnnn2-c2ccccc2)nc2scc(-c3ccccc3)n12,-4,-1.8%
COC(=O)C(Cc1c[nH]c2ccccc12)NC(=O)CNC(C)=O (stereo not given),7,1.2%
Cc1nn(Cc2ccccc2)c(C)c1C(=O)Nc1ccc(N2CCOCC2)cc1,-3,6.0%
COc1ccc(-c2n(Cc3ccccc3)c3ccccc3[n+]2Cc2ccccc2)cc1,3,1.7%
COc1ccc(N2CCN(CCCNC(=O)C3(S(=O)(=O)c4ccc(Cl)cc4)CC3)CC2)cc1,8,x
Cc1ccc(-c2nnn(Cc3nc(N)nc(N4CCOCC4)n3)n2)cc1,9,1.3%
COC(=O)c1c(C(=O)OC)c2cccc3cc(-c4ccccc4)c4ccc1c4n32,-7,3.0%
CCOC(=O)C1=C(O)CSC1=Nc1ccccc1,-7,1.0%
CC(=O)Nc1ccc(C(=O)CSc2nnnn2C)cc1,-38,2.1%
CCCn1c(SCc2ccccc2)nc2c1c(=O)[nH]c(=O)n2C,x,-1.1%
Cc1cccc(C)c1NC(=O)CCCSc1nnc(-c2ccc(F)cc2)n1-c1ccccc1,-11,-0.2%
Nn1c(Cc2ccccc2F)nnc1SCC(=O)N1CC(=O)Nc2ccccc21,x,1.7%
O=C(N=C1c2ccccc2CN1c1ccc(F)c(F)c1)c1cccnc1,4,-1.4%
CCc1ccccc1NC(=O)c1ccc(NCCc2ccccc2)c([N+](=O)[O-])c1,-6,1.9%
CN(CCc1ccccn1)C(=O)CCc1nnc(CCCc2ccccc2)o1,-3,2.3%
NC1=NC2(CCN(Cc3ccccc3)CC2)n2c(nc3ccccc32)N1,x,-7.2%
O=C(CC(Nc1ccccc1Cl)C(=O)OCC(=O)c1cccs1)c1ccccc1 (stereo not given),-12,0.0%
CC(NC(=S)Nc1ccc(F)cc1)C(c1cccs1)N1CCOCC1 (stereo not given),x,-4.6%
CN(Cc1ccccc1NCC(=O)Nc1ccccc1C#N)C1CCCCC1,-11,-1.4%
CCc1ccc2oc(-c3ccc(N)cc3)nc2c1,0,-3.2%

# Next section
canonical_smiles,RmlCD inh 1536,M. tuberculosis GlmU
COC(=O)c1c(NC(=O)CCCC(=O)O)sc2c1CCCCC2,-12,2.0%
Cc1ccc(NC(=O)Nc2cccc(C)n2)c(C)c1,x,-2.2%
Cc1c(-c2ccccc2)[n+](=O)c(-c2ccco2)c(C)n1[O-],x,0.8%
CC(=O)c1cc(NC(=O)c2cccc(C(F)(F)F)c2)c(=O)oc1C,-11,3.5%
O=C1c2ccccc2C(=O)N1C/C=C/c1ccccc1,9,-0.1%
COc1ccc(CNC(=O)C(C)NC(=O)c2cc3ccccc3o2)cc1 (stereo not given),5,0.0%
CCOc1cccc(C(=O)Nc2nc(-c3ccc(S(=O)(=O)N4CCOCC4)cc3)cs2)c1,x,-0.5%
COc1ccc(CN2CCNC(=O)C2CC(=O)N(C)Cc2ccon2)c(OC)c1 (stereo not given),-4,-4.6%
Cc1cc(C(=O)O/N=C(\N)c2ccc(C(C)(C)C)cc2)no1,9,-1.1%
O=C(NC(NC(=S)Nc1ccc(Cl)c(Cl)c1)C(Cl)(Cl)Cl)c1ccco1 (stereo not given),-1,-1.6%
CC(C)c1ccc(/C=N/N2CCCCC2)cc1,3,5.3%
CCOc1cc(/C=N/O)cc(Br)c1OC,x,-1.2%
Oc1[nH]c2ccccc2c1C=Nc1ccccc1,x,0.6%
C=CCn1c(=O)c2c(C)c(C)sc2n2c(Nc3ccc(OC)cc3)nnc12,36,0.8%
CC(C)(C)Sc1ccccc1S(=O)(=O)C(C)(C)C,5,5.1%
Cc1sc2nc(SCc3nc(-c4cccs4)no3)n(-c3ccccc3)c(=O)c2c1C,x,2.3%

# Among those listed so far, these have a nitro group on carbon:
canonical_smiles,RmlCD inh 1536,M. tuberculosis GlmU
CCOc1ccc(-c2ccc(C=O)o2)c([N+](=O)[O-])c1,-6,6.9%
NNC(=O)c1cccc(Cn2cc(Br)c([N+](=O)[O-])n2)c1,6,-5.0%
O=[N+]([O-])c1ccc(O)c(C=Nc2ccc3nc(-c4ccccc4)[nH]c3c2)c1,-15,4.4%
COC(=O)c1cc(NS(=O)(=O)c2ccc(N3CCC(C)CC3)c([N+](=O)[O-])c2)cc(C(=O)OC)c1,-6,5.4%
COc1cc([N+](=O)[O-])ccc1NC(=O)COC(=O)c1n[nH]c2ccccc12,-3,-0.8%
NCCCC[C@@H]1NC(=O)c2cc([N+](=O)[O-])cc(F)c2NCCCC[C@@H](C(N)=O)NC(=O)[C@H](CCC(N)=O)NC1=O,x,-7.4%
CCc1ccccc1NC(=O)c1ccc(NCCc2ccccc2)c([N+](=O)[O-])c1,-6,1.9%
